# Bioassay records: PubChem BioAssay, Sanford-Burnham Center for Chemical Genomics
# EBI2 antag: EBI2 (human) antagonism | actives 0.81% (n = 360,000) | P32249 | AID 651636 | inhibition, % at 5 µM | EBI2 beta-arrestin recruitment, luminescence, 7a,25-OHC stimulated; in the data active = inhibition above about 38%;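 note: enzyme fragment complementation signal reports receptor beta-arrestin coupling in cells; 0% = agonist plus DMSO wells and 100% = wells without agonist; some results beyond the cut were filed as inactive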
# Target sequence (P32249 whole entry, looked up, the tested form may be a part): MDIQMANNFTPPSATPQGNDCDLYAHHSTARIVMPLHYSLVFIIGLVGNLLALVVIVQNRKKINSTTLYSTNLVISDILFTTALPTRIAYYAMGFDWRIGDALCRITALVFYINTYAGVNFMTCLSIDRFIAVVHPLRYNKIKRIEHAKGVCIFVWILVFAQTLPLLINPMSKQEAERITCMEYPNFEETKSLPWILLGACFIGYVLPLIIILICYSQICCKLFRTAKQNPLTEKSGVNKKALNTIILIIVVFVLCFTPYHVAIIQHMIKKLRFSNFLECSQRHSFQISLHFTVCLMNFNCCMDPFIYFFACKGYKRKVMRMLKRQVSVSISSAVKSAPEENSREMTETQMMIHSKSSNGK
# Jurkat NFkB inh: inhibitors of the PMA/ionomycin-induced NF-kB reporter in Jurkat cells | PMA/ionomycin-induced NF-kB luciferase reporter, luminescence | inhibition, % at 4 µM | AID 435003 | actives 0.53% (n = 330,000); in the data active = inhibition above about 50%
# CCR6 antagonist: CCR6 (human) receptor antagonism; P51684; CHO-K1 CCR6 PathHunter beta-arrestin, luminescence, CCL20-stimulated; inhibition, % at 20 µM; actives 0.49% (n = 340,000); AID 493098;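 active = compounds whose inhibition of the agonist-driven luminescence signal at 20 µM reaches about 50%, limit read from the data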;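 note: cells stimulated with CCL20 at 14 nM final; plate controls were DMSO with CCL20 for no effect and DMSO without agonist for full effect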
# Target sequence (P51684 whole entry, looked up): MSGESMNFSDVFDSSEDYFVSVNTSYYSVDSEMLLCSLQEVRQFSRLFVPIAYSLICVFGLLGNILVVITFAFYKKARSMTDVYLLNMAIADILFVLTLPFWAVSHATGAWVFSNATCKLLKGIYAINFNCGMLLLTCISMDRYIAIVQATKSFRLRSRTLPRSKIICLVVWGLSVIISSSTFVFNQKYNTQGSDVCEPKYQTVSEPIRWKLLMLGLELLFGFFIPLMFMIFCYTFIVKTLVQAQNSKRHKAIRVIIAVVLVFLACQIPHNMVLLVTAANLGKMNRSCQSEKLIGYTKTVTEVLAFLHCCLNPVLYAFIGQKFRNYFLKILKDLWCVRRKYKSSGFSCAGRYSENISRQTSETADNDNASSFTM
# Gli-Sufu block: Gli-Sufu pathway antagonism. actives 0.74% (n = 340,000). Sufu-KO-LIGHT fibroblasts, Gli luciferase reporter luminescence. inhibition, % at 5 µM. AID 588413;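 active = inhibition above about 55%, limit read from the data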;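 note: 0% = DMSO-treated cells and 100% = wells with medium but no cells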
# UBC13 inh: blocks human UBC13 polyubiquitin chain formation | TR-FRET | inhibition, % at 20 µM | actives 0.47% (n = 330,000) | AID 485273; in the data active = inhibition above about 45%, passing the limit was not always enough
# 697 NFkB inh: lowers PMA/ionomycin-induced NF-kB signal in 697 B cells | 697 B-cell NF-kB luciferase reporter, 16 h | actives 0.33% (n = 330,000) | inhibition, % at 4 µM; in the data active = inhibition above about 35%
# APJ antag: antagonists of human APJ apelin receptor; P35414; CHO-K1 APJ beta-arrestin complementation, luminescence; inhibition, % at 20 µM; actives 0.32% (n = 330,000);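 active = inhibition above about 40% at 20 µM, limit read from the data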;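 note: cells challenged with 10 nM apelin-13 agonist together with compound; plate controls were apelin-13 plus DMSO wells for no effect and DMSO wells lacking apelin-13 for full effect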
# CXCR6 block: CXCR6 (human) receptor inhibition; actives 0.36% (n = 360,000); inhibition, % at 20 µM; CHO-K1 PathHunter CXCR6 beta-arrestin, luminescence; O00574; in the data active = inhibition above about 34%, passing the limit was not always enough;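 note: antagonist mode with CXCL16 agonist at 10 nM final; 0% = 10 nM CXCL16 with DMSO and 100% = unstimulated wells without agonist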
# Target sequence (O00574 whole entry, looked up): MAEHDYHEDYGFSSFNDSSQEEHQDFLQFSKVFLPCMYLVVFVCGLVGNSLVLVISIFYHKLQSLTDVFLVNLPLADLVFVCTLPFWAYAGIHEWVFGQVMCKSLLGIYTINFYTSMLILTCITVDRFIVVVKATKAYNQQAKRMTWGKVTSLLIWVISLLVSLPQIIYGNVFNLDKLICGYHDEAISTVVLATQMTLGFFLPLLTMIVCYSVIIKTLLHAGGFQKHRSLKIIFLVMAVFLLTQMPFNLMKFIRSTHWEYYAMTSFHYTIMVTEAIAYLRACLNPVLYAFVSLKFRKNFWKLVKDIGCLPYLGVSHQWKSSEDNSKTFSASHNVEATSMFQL
# Starred values were filed as active, the others as inactive; · = not tested or not shown.
SMILES,EBI2 antag,Jurkat NFkB inh,CCR6 antagonist,Gli-Sufu block,UBC13 inh,697 NFkB inh,APJ antag,CXCR6 block
C#CCN(C(=O)c1ccc(OC)c(OC2CCN(C(C)C)CC2)c1)C1CCCCC1,-6,-3,8,24,2,9,22,2
COc1ccc(CN(CC(=O)NCC2CCCO2)C(=O)CCC(=O)Nc2cc(C)ccn2)cc1 (centres undefined),-4,·,0,-7,·,·,·,-6
CC(C)Oc1ccc(CNC(=S)Nc2ccccc2)cc1Cl,0,-2,13,3,4,-18,8,-6
COCCC(=O)N1CCC(Oc2ccc(C(=O)NCCC3=CCCCC3)cc2)CC1,-4,10,4,6,5,-48,8,10
Nc1ccc(-c2nc3cc(N)ccc3o2)cc1,-6,-104,8,-69,2,-134,0,-5
CC(=O)Nc1ccc(S(=O)(=O)N2CCC(C(=O)NCCC(=O)Nc3ccccc3)CC2)cc1,0,16,10,27,-3,7,-19,0
O=C(O)C/C=C(\NC(=O)OCc1ccccc1)C(=O)OCc1ccccc1,3,6,13,-6,9,5,4,-2
CC1(C)N=C(N)N=C(N)N1c1cccc(C(=O)O)c1,-6,3,-3,-43,9,10,21,-2
Cc1ccccc1-c1nnn(CC(=O)Nc2cccc(S(N)(=O)=O)c2)n1,5,4,6,1,16,1,11,-3
COc1ccc(NC(=O)CNC(=O)Cc2cccc3ccccc23)c(OC)c1,-1,6,7,1,-9,6,9,4
O=C(OCC(=O)C12CC3CC(CC(C3)C1)C2)c1ccc(CO)cc1,3,9,-5,7,2,4,5,-4
COc1cccc(-c2csc(NC3OC(=O)c4c3ccc(OC)c4OC)n2)c1 (centres undefined),-5,-4,4,-13,-6,-18,13,5
O=c1[nH]cnc2c1sc1nc(C(F)F)cc(-c3ccccc3)c12,-6,1,-2,6,26,14,-1,-8
CCOC(=O)CCSc1cc(C)c2ccccc2n1,-13,-8,4,9,33,-7,13,-2
COc1cccc(-n2nnnc2SCC(=O)NCCc2ccccc2)c1,3,-1,2,1,0,-5,15,-9
Nc1ccc(Cl)c(S(=O)(=O)Nc2ccccc2Cl)c1,4,7,-12,-2,-10,8,17,-3
O=C(NCc1ccc(Cl)cc1)C1CC(O)CN1S(=O)(=O)c1ccc(Cl)cc1 (centres undefined),-4,-11,-9,-20,5,7,3,-1
O=C(NCc1ccccc1)c1ccc(NS(=O)(=O)c2cccs2)cc1,4,13,5,-2,5,10,20,-2
CCOC(=O)c1ccccc1NC(=O)CN(c1ccccc1)S(=O)(=O)N(C)C,16,6,17,4,-2,-17,11,10
Cn1c(CNc2ccccc2O)nc2ccccc21,-5,-21,29,-12,-14,-53,-5,7
COc1ccc(S(=O)(=O)Nc2cc3c(C(C)=O)c(C)oc3c3ccccc23)cc1,1,48,16,35,-14,41*,-2,-4
COc1ccc(OC)c(S(=O)(=O)n2c([N+](=O)[O-])cnc2C)c1,-10,-6,2,-7,-5,-3,-1,-6
COc1cccc(CNC(=O)CCS(=O)(=O)c2ccc3c(c2)CC(C)N3C(=O)C2CC2)c1 (centres undefined),-11,4,-1,-2,5,13,3,2
COC(=O)c1ccc2nc(C)c(C)nc2c1,2,-14,8,-3,-32,-34,-10,-3
CCOc1ccc(NC(=O)CN(C)C(=O)CN2C(=O)C3CCCCC3C2=O)cc1OCC (centres undefined),1,-6,8,6,4,11,1,1
CCOc1ccccc1NC(=O)Cn1c(=O)n(CCC(=O)NC2CCCC2)c(=O)c2ccccc21,-5,-1,·,·,-11,12,-6,-2
CN(C)c1nc(N)nc(Nc2ccccc2C#N)n1,3,-6,0,-1,1,5,10,0
Clc1ccc(C2[C@H]3CN(Cc4ccc(-c5ccccc5)cc4)[C@H](c4ccccc4)C34CC2(c2cccnc2)C4)cn1 (some centres undefined),·,7,·,·,-5,2,-62,·
Cc1nc(C)c(-c2csc(Nc3ccc(C(=O)O)c(O)c3)n2)s1,4,4,8,-5,0,14,8,-5
COc1ccc(CNC(=O)C(=O)NCC2CCCN2S(=O)(=O)c2ccccc2)cc1 (centres undefined),0,1,4,-4,2,17,3,-2
CCOn1c(=O)c(-c2ccc(Br)cc2)[n+]([O-])c2ccccc21,6,-7,11,5,10,-15,14,7
Cc1cc(-c2nc3ncccc3o2)ccc1N,-5,-45,-1,-64,13,-31,6,0
CCc1cc2c(CN(C)Cc3ccccc3F)cc(=O)oc2cc1O,25,10,14,-12,11,-7,-10,-19
CN1C(=O)[C@H]2[C@@H](C3CC3)N3C(=O)CN(CCO)C(=O)[C@@]3(Cc3ccccc3)[C@H]2C1=O,-7,14,6,-5,-5,8,-14,0
Cc1ccccc1N1C(=O)c2cccc3cccc(c23)C1=O,-8,5,-8,-1,1,-10,9,-2
O=C(Cc1sc(-c2ccccc2Cl)nc1-c1ccccc1)Nc1ccccc1,-7,2,19,20,0,8,7,2
Cc1nn(C)cc1C(=O)Nc1ccc2c(c1)OCCO2,-3,-30,-9,-27,7,-78,16,1
O=C1CCC(=O)N1c1nc2nc(-c3ccccc3)cc(-c3ccccc3)n2n1,10,4,5,-2,1,-9,8,2
CC1(C)CC(=O)C=C(Nc2ccc3c(c2)OCCO3)C1,-5,-6,2,20,-1,-40,-1,7
CC(=O)C1=C(C)NC(=S)NC1c1cccc([N+](=O)[O-])c1 (centres undefined),6,-2,-2,-4,-8,-13,-9,0
C=CCC(NC(=O)Cc1ccccc1)C(=O)NCCC (centres undefined),-1,8,0,-7,8,13,-6,-5
COc1ccc2nc(NC(=O)NC3CCCCC3)sc2c1,0,-81,7,-34,11,-91,0,7
Cc1cc(C)n2cc(CSc3nc4ccccc4s3)nc2n1,-6,-40,0,-59,7,-78,-4,-3
CC(=O)c1ccc(N2CCN(S(=O)(=O)c3ccc4c(c3)CC(C)N4C(C)=O)CC2)cc1 (centres undefined),-3,38,20,57*,11,-4,-3,-11
C/C(Cc1ccccc1)=N\NC(=O)CNC(=O)c1ccc2c(c1)OCCO2,0,1,-2,-1,5,1,5,-1
COC(=O)c1ccc(NC(=S)NC(=O)c2cccnc2)cc1,-1,7,31,7,1,19,16,29
N#CC1=C(N)C(C#N)(C#N)[C@H](c2ccsc2)[C@H]2COCC=C12,-4,-26,14,4,16,-23,20,14
C#CCNC(=O)C1=C[C@@H](c2ccc(C#C)cc2)[C@H](CCCO)[C@@H](OCC)O1,-2,6,-7,-13,3,10,13,-3
CC(=O)c1sc(NC(C)c2ccccc2)nc1C (centres undefined),12,9,-5,10,0,14,6,6
Cc1ccc(OCC(=O)N2CC3(C)CC2CC(C)(C)C3)cc1 (centres undefined),6,5,-5,1,5,-4,6,7
O=C(O)c1cc2c(s1)-c1ccccc1CC2,-18,-5,-7,2,-6,13,-10,-2
CCN(CC(=O)NCc1cccs1)C(=O)/C=C/c1cccc(Cl)c1Cl,-9,14,-3,-5,1,14,11,6
O=C(c1ccc(-n2cccc2)cc1)N1CCOCC1,3,4,15,-1,5,16,11,0
COC(=O)NNC(=O)c1ccc(Cl)cc1Cl,-35,7,1,2,-3,-4,-9,-3
COc1ccc(CNC(=O)CC(C)c2ccccc2)cc1 (centres undefined),0,-7,13,0,3,11,17,2
O=C(/C=C/c1cccc(Cl)c1)c1nc2ccccc2[nH]1,56*,3,32,-1,3,4,8,9
COc1ccc(/C=N/n2cnnc2SCc2ccccc2)cc1,8,3,3,-2,-7,6,8,3
Cc1cc(-n2c(C)cc(C(=O)CSc3ccc4c(c3)OCCO4)c2C)no1,7,10,7,0,-4,-16,-11,-10
CCCCn1c(N)c(N(CC)C(=O)CSCc2ccc(C)cc2)c(=O)[nH]c1=O,2,-1,14,7,-1,-9,-8,3
C=CCOC(=O)C1=C(C)OC(N)=C(C#N)C1c1ccoc1 (centres undefined),-6,-3,1,17,-11,5,15,1

# An excerpt from above in order of their number in Jurkat NFkB inh, high to low:
canonical_smiles | Jurkat NFkB inh
CCN(CC(=O)NCc1cccs1)C(=O)/C=C/c1cccc(Cl)c1Cl | 14
COC(=O)NNC(=O)c1ccc(Cl)cc1Cl | 7
Cc1ccc(OCC(=O)N2CC3(C)CC2CC(C)(C)C3)cc1 (centres undefined) | 5
COc1ccc(/C=N/n2cnnc2SCc2ccccc2)cc1 | 3
CCCCn1c(N)c(N(CC)C(=O)CSCc2ccc(C)cc2)c(=O)[nH]c1=O | -1
C=CCOC(=O)C1=C(C)OC(N)=C(C#N)C1c1ccoc1 (centres undefined) | -3
N#CC1=C(N)C(C#N)(C#N)[C@H](c2ccsc2)[C@H]2COCC=C12 | -26

# (list continues)
SMILES,EBI2 antag,Jurkat NFkB inh,CCR6 antagonist,Gli-Sufu block,UBC13 inh,697 NFkB inh,APJ antag,CXCR6 block
CCC1Oc2ccccc2N(CC(=O)NCc2ccco2)C1=O (centres undefined),1,0,3,1,-10,2,2,-5
FC(F)(F)c1ccc(CN2CCCCCC2)cc1,-5,19,-6,0,2,1,13,-4
CCOC(=O)C1CCN(C(=O)c2cccc(Cl)c2)CC1,3,-7,-1,10,-1,7,12,3
Cc1ccccc1NS(=O)(=O)c1cc(C(=O)NCc2ccncc2)ccc1Cl,-5,-3,10,4,5,8,-23,6
O=C(Nc1ccc2oc(-c3cccc4ccccc34)nc2c1)c1ncn[nH]1,3,-35,0,-43,8,-120,20,-6
O=[N+]([O-])c1ccccc1S(=O)(=O)N/C(=N/S(=O)(=O)c1ccccc1)c1ccccc1,2,1,14,-1,4,0,8,9
COC(=O)C1CCN(C(=O)c2cc(S(=O)(=O)N3CCCCC3)ccc2Cl)CC1,-12,-14,6,3,3,8,7,-5
O=C1Cc2ccccc2C(=O)N1Cc1ccccc1,-8,8,18,-5,-14,8,0,-1
CCOC(=O)c1sc(NC(=O)/C=C/c2ccccc2)nc1C,-4,2,18,-22,7,4,21,3
CCc1cc(C(=O)N=Nc2c(O)[nH]c3c(Br)cc(Br)cc23)c2ccccc2n1,8,-2,29,-4,-14,9,20,14
C/C=C/C=C\C(=O)Nc1cccc(C2=NOC3(C2)C[C@H](C(N)=O)N(C(=O)/C=C/C)C3)c1 (some centres undefined),-14,1,-10,1,-26,-15,-8,-6
O=C(Nc1ccc(S(=O)(=O)N2CCCC2)cc1Cl)C1=COCCO1,-4,-29,9,-15,2,-10,13,11
CCn1ccnc1CNC(=O)C1CCC(=O)N(Cc2ccccc2F)C1 (centres undefined),-12,-2,9,-1,-9,6,-29,5
CCN(CC)C(=O)C1CCCN(Cc2ccccc2F)C1 (centres undefined),3,4,-1,7,2,14,1,-4
N#C/C(=C(/O)c1ccco1)c1nc2ccccc2[nH]1,-6,18,25,-16,-1,-32,32,-13

# Pulled one by one from the list above (2):
SMILES,EBI2 antag,Jurkat NFkB inh,CCR6 antagonist,Gli-Sufu block,UBC13 inh,697 NFkB inh,APJ antag,CXCR6 block
O=C(NCc1ccccc1)c1ccc(NS(=O)(=O)c2cccs2)cc1,4,13,5,-2,5,10,20,-2
N#CC1=C(N)C(C#N)(C#N)[C@H](c2ccsc2)[C@H]2COCC=C12,-4,-26,14,4,16,-23,20,14

# (next part)
SMILES,EBI2 antag,Jurkat NFkB inh,CCR6 antagonist,Gli-Sufu block,UBC13 inh,697 NFkB inh,APJ antag,CXCR6 block
COc1ccccc1C(=O)NCCC(=O)NCc1ccccn1,-8,3,-11,0,0,6,-3,-7
CCCCOC(=O)Cn1c(=O)c2c(nc(Br)n2Cc2ccccc2)n(C)c1=O,16,-13,20,14,8,-3,2,-1
CCCn1c(=O)c2c(nc3n2CC(C)CN3Cc2ccccc2)n(C)c1=O (centres undefined),-2,7,16,7,-4,-9,-6,2
Cc1ccc(NC(=O)CN2CCC(C(N)=O)CC2)cc1[N+](=O)[O-],-1,0,14,-3,-8,-8,7,-4
CCCc1c(O)nc(SC2CC(=O)N(c3ccc(OC)cc3)C2=O)[nH]c1=O (centres undefined),-4,-2,5,-8,-4,-8,1,8
COc1cc(C(=O)NC(c2ccccc2)c2ccccc2)cc(Cl)c1OC,8,5,6,7,7,10,-42,3
C=CCc1ccc(OCC(O)CN2CCC(Cc3ccccc3)CC2)c(OC)c1 (centres undefined),-18,-12,11,-1,23,-24,-15,0
Cc1ccc(F)cc1NS(=O)(=O)c1ccc(Cl)s1,-7,14,11,13,-7,4,14,-6
O=C(CN1CC(=O)Oc2ccccc21)OCC(=O)c1cccc(Br)c1,0,2,28,9,-32,3,12,3
